High-throughput results from PubChem.
EPAC1 antag: blocks human EPAC1 exchange factor. Potency, µM (top dose mostly 115 µM), for the others: at the top dose activity change, negative = inhibition, most hits filed as inhibitors. EPAC1 GEF assay, Rap1b-BODIPY-GDP exchange fluorescence. O95398. AID 720709. 360,000 compounds, 0.14% hits;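 also: plate controls were vehicle for no effect and positive control for full effect; nearly all actives have a fitted effect of over 50% in size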
EPAC1 agonist: EPAC1 (human) agonism; O95398; Potency, µM (doses to about 154 µM), for inactives: top-dose activation, most hits filed as activators; EPAC1 agonist qHTS, biochemical assay; response scale: 100% = response to 6.5 mM cAMP; 360,000 compounds, 0.073% hits; also: nearly all actives have a fitted effect of over 60% in size
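Normalized to 6.5 mM cAMP, activity reflects EPAC1-catalysed release of BODIPY-GDP from Rap1B, followed kinetically over 30 min at 480 nm excitation, 540 nm emission. Reaction contained 100 nM EPAC1, 250 nM Rap1B-BODIPY-GDP, 50 uM GDP.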
aSyn rescue: rescues yeast growth from alpha-synuclein toxicity; Yeast expressing alpha-synuclein, growth rescue, BacTiter-Glo, 24 h; Potency, µM (top dose mostly 46.1 µM), without a hit: top-dose growth rescue (activation), most hits filed as activators; 370,000 compounds, 0.14% hits; AID 652106; also: % of control where 0% means no effect; nearly all actives have a fitted effect of over 65% in size
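Screening used galactose-induced yeast with toxic alpha-synuclein levels, exposed to compound for 24 hr at 30 deg C. Cell growth, read with BacTiter-Glo luminescence, gave the measured signal.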
FUS yeast rescue: suppressors of FUS proteinopathy in yeast; S. cerevisiae FUS-expressing, growth rescue, OD600, 24 h; 390,000 compounds, 0.24% hits; Potency, µM (top dose mostly 76.6 µM), for inactives: at the highest dose growth rescue (activation), hits mostly activators;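 also: plate controls were DMSO vehicle for no effect and reference control for full effect; nearly all actives have a fitted effect of over 55% in size; some results filed as inactive show a strong effect at the top dose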
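Steps: raffinose overnight preculture; dilution to OD 0.005 in 2% galactose minimal medium; compound addition (concentration series); 24hr at 30C, 99% humidity; absorbance read at 600 nm.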
TDP-43 yeast inh: inhibitors of TDP-43 toxicity in yeast; AID 652104; 410,000 compounds, 1.8% hits; Potency, µM (highest dose often 46.1 µM), for inactives: top-dose growth rescue (activation), most hits filed as activators; TDP-43 expressing yeast growth rescue, BacTiter-Glo, 24 h; also: % of control where 0% means no effect; nearly all actives have a fitted effect of over 50% in size
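Galactose-induced TDP-43 yeast, OD600=0.02, compound pinned; 24 hr, 30 deg C; BacTiter-Glo luminescence for growth. Inhibitors of TDP-43 toxicity read as activators.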
EPAC2 antagonist: blocks human EPAC2 exchange factor. AID 720708. Potency, µM (doses to about 114 µM), for the others: top-dose activity, negative = inhibition, hits mostly inhibitors. 360,000 compounds, 0.18% hits. EPAC2 GEF exchange of Rap1B-BODIPY-GDP, fluorescence; also: % is scaled to controls: 0 for no effect and ±100 for the full control effect; nearly all actives have a fitted effect of over 45% in size; many of its hits are not listed in these tables
EPAC2 agonist: agonists of human EPAC2 (RAPGEF4). Q8WZA2. EPAC2 activation, biochemical qHTS; response scale: 100% = 6.5 mM cAMP response. Potency, µM (titrated, usually from 154 µM), without a hit: top-dose activation, most hits filed as activators. 360,000 compounds, 0.079% hits. AID 720711; also: nearly all actives have a fitted effect of over 50% in size
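Guanine nucleotide exchange by EPAC2 is measured as reduced fluorescence of BODIPY-GDP once it is released from 250 nM Rap1B. Plates are read kinetically for 30 min at room temperature; results are scaled to 6.5 mM cAMP.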
PTHR1 ag: agonists of human PTHR1 parathyroid hormone receptor | 410,000 compounds, 0.075% hits | HEK293 GP2 PTHR1 cells, GloSensor cAMP luminescence, 1 h | Q03431 | Potency, µM (titrated, usually from 115 µM), without a hit: at the highest dose activation, actives largely listed as activators | AID 743266; also: nearly all actives have a fitted effect of over 55% in size; some results filed as inactive show a strong effect at the top dose; inactives centre near -15; many of its hits are not listed in these tables
Target sequence (Q03431 whole entry, looked up): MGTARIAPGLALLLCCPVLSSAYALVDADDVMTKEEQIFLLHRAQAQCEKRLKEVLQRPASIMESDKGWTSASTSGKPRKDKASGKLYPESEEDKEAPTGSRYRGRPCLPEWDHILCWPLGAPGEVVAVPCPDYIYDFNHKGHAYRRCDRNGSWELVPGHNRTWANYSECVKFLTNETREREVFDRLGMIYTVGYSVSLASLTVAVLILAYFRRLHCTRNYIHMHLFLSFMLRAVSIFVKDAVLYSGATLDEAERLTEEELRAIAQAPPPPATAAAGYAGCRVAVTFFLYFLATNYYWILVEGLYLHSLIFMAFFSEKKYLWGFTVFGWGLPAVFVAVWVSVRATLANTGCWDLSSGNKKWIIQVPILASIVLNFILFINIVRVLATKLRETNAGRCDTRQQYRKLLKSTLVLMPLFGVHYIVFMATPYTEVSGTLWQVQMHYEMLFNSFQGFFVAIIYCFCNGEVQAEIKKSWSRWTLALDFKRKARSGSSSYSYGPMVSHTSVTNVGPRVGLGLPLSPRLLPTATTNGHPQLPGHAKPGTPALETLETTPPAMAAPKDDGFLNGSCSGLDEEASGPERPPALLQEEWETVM
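HEK-293-derived GP2 cells expressing PTHR1 and a GloSensor cAMP reporter, 3,000/well, plated overnight, given luciferin plus IBMX (each 0.5 mM as added) for 1 h at 37 °C, then compound for 1 h at 37 °C. Luminescence was read after 15 min at room temperature.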
* = called active by the depositor; i = inactive; ? = inconclusive; . = not tested or not shown; [ ] = another dose, or the depositor's remark. Calls follow the shape of the dose curve; as a rule, active = well fitted curve in the direction sought with a large enough effect; inconclusive = small, poorly fitted or top-dose-only effect, or another doubt; inactive = no such curve, though single readings can be large; an effect the other way counts as inactive or inconclusive. Potency is read from the fitted curve at half-maximal effect. Only part of the results is shown; count on the stated rates, not on these rows.

SMILES	EPAC1 antag	EPAC1 agonist	aSyn rescue	FUS yeast rescue	TDP-43 yeast inh	EPAC2 antagonist	EPAC2 agonist	PTHR1 ag
O=C1NC(=O)C(=Cc2ccc(Cl)c(Cl)c2)S1	-28%	-19%	-23%	6%	-22%	-3%	-3%	-20%
CC1(C)OC(=O)C2=C(CC(c3ccccc3)OC2CCc2ccccc2)O1 (stereo not drawn)	-9%	-29%	3%	12%	12%	9%	16%	-45%[inhibitor]
Cc1ccccc1CCNC(=O)Cn1nc(C)c2c(C)n(-c3ccccc3)nc2c1=O	-8%	2%	0%	43%	16%	1%	-2%	-30%
Cc1ccnc(NC(=O)c2ccc(S(=O)(=O)N3CCCC3)cc2)c1	10%	-5%	8%	8%	8%	-2%	6%	-5%
CCOc1ccc(-c2cc(C(=O)Nc3ccc(F)cc3)[nH]n2)c(C)c1	3%	-8%	-20%	-10%	26%	5%	4%	-3%
CCOC(=O)c1c(C)n(CC)c2ccc(OC(=O)c3ccc([N+](=O)[O-])cc3)cc12	2%	13%	-1%	.	-21%	-8%	6%	-11%
COC(=O)c1ccc(NC(=O)CSc2nc3[nH]ncc3c(=O)[nH]2)cc1	-13%	0%	-4%	15%	-10%	11%	1%	i
COC(=O)c1cc(NC(=O)c2c(-c3ccccc3)noc2C)ccc1N1CCOCC1	0%	7%	0%	.	11%	5%	-1%	-15%
CN(C)CCNc1oc(COc2ccc(Cl)cc2)nc1C#N	3%	4%	3%	-6%	16%	-3%	3%	i
Cc1c(NC(=O)C(CC(=O)O)NCc2ccco2)c(=O)n(-c2ccccc2)n1C (stereo not drawn)	21%	-4%	1%	18%	-11%	7%	-4%	-12%[57.5 µM]
CCCN(C(=O)COC(=O)c1nc2nc(C)cc(C)n2n1)C1CCS(=O)(=O)C1 (stereo not drawn)	-4%	-7%	5%	-13%	9%	5%	6%	i
CCCC(=O)Nc1ccc(C(=O)NN2C(=O)c3ccccc3C2=O)cc1	15%	-2%	3%	.	-18%	30%	2%	i
Cc1ccc(C)c(OCCCC(=O)Nc2nccs2)c1	-3%	6%	-6%	10%	27%	5%	3%	-2%[57.5 µM]
C=CCn1cnc2c(c1=O)c1nc3ccccc3nc1n2/N=C/c1cc(OC)c(OC)c(OC)c1	14%	4%	-2%	5%	-6%	0%	-7%	-52%[inhibitor][57.5 µM]
Cc1cc2nc(-c3ccc[nH]c3=O)n(Cc3ccccc3F)c2cc1C	14%	6%	-10%	8%	0%	-7%	8%	i
COc1ccc(/C=C2\SC(=N)N(c3nccs3)C2=O)cc1OC	-23%	4%	-9%	?	-42%[inhibitor][9.22 µM]	-3%	8%	i
O=C(O)c1ccc2c(c1)C(=O)N(CCc1ccccc1)C2=O	12%	13%	7%	-15%	21%	9%	11%	-23%
CC(=O)c1cccc(CN(C)CC2CCCN(CCc3ccccc3C)C2)c1 (stereo not drawn)	10%	0%	0%	-26%	3%	-7%	6%	i
NC(=O)c1cccc2c1-c1ccccc1/C2=N/NC(N)=S	-17%	7%	1%	-18%	?	-12%	-2%	-6%
Cc1onc(-c2ccccc2Cl)c1C(=O)OCC(=O)N1CCCc2ccccc21	-1%	2%	14%	19%	?	5%	7%	-8%
CC/C(=N\NC(=O)c1cc(C)nc2ccccc12)c1ccc(C)s1	18%	-2%	-5%	-7%	19%	2%	5%	i
Cc1c(Cl)c([N+](=O)[O-])nn1CCCC(=O)Nc1c(C)n(C)n(-c2ccccc2)c1=O	-15%	3%	-6%	1%	0%	3%	5%	i
COc1cccc(Nc2nc(-c3ccccc3)nc3ccccc23)c1	-3%	15%	-3%	32%	-14%	-12%	-2%	i
CCOc1ccccc1NC(=O)C(NC(=O)C1CCC(C)CC1)C(C)C (stereo not drawn)	-23%	5%	-6%	-7%	-2%	-28%	-4%	?
O=C(O)c1ccc2c(c1)CC(c1ccccc1)OC2=O (stereo not drawn)	7%	-4%	2%	14%	0%	2%	1%	i
Cc1ccc(OC(C)C(=O)N=Nc2c(O)[nH]c3ccc([N+](=O)[O-])cc23)cc1 (stereo not drawn)	5%	-6%	0%	-3%	4%	7%	-12%	-94%[inhibitor]
O=C(/C=C/[C@H]1O[C@@H](n2cnc3c(NC(=O)c4ccccc4)ncnc32)[C@H](O)[C@@H]1O)NCc1ccccc1	-8%	6%	-5%	-8%	17%	14%	12%	-23%
CCOC(=O)c1c(C)c(C(=O)NCCCOC(C)C)c(C)n1C	11%	2%	-3%	2%	-18%	2%	8%	i
CCOc1ccc(-c2cc(N3C(=O)Nc4ccccc4N3O)n[nH]2)cc1	8%	-7%	9%	24%	15%	-16%	-13%	i
O=C(NC(=S)N(CCc1ccccc1)CCc1ccccc1)c1ccco1	8%	18%	?	13%	?	-19%	10%	i
COc1cc(NS(=O)(=O)c2ccc(NC(=S)NC(C)=O)cc2)nc(OC)n1	6%	4%	-8%	0%	3%	13%	8%	i
O=[N+]([O-])c1ccc(N2CCOCC2)c([N+](=O)[O-])c1	-10%	9%	-6%	-9%	1%	0%	4%	-1%
CCCOc1ccc(C2NC(=O)NC2=O)cc1 (stereo not drawn)	5%	-13%	-12%	-26%	-1%	-5%	1%	-11%[57.5 µM]
CCOC(=O)CCc1nc2ccccc2[nH]c1=O	?	2%	4%	4%	14%	3%	4%	i
Cc1ccc(-c2csc(NC(=O)CSc3nc4ccccc4o3)n2)cc1	14%	-4%	-2%	.	0%	20%	8%	-10%
Nc1nc(CSc2ncccn2)nc(Nc2ccccc2)n1	7%	9%	4%	-4%	11%	0%	14%	i
COc1ccc(N2CC(=O)N(c3ccccc3)C2=S)cc1	-19%	-7%	4%	.	?	8%	5%	-11%
O=c1oc(=S)oc2c1[C@H](c1ccc(Cl)cc1)O[C@H](C1CCCC1)C2	-16%	-11%	?	12%	?	-14%	10%	-13%
CCc1nc2c(OCCOc3ccccc3)cccn2c1N(C)C(=O)c1ccc(OC)cc1	-4%	2%	-3%	26%	-1%	-15%	24%	-9%
COC(=O)c1sccc1NC(=O)c1ccc2c(c1)OCO2	4%	-2%	-2%	12%	-13%	2%	-3%	i

A draw from above in order of formula weight, high to low.
SMILES	EPAC1 antag	EPAC1 agonist	aSyn rescue	FUS yeast rescue	TDP-43 yeast inh	EPAC2 antagonist	EPAC2 agonist	PTHR1 ag
CCc1nc2c(OCCOc3ccccc3)cccn2c1N(C)C(=O)c1ccc(OC)cc1	-4%	2%	-3%	26%	-1%	-15%	24%	-9%
Cc1ccc(OC(C)C(=O)N=Nc2c(O)[nH]c3ccc([N+](=O)[O-])cc23)cc1 (stereo not drawn)	5%	-6%	0%	-3%	4%	7%	-12%	-94%[inhibitor]
CCOc1ccccc1NC(=O)C(NC(=O)C1CCC(C)CC1)C(C)C (stereo not drawn)	-23%	5%	-6%	-7%	-2%	-28%	-4%	?
CC/C(=N\NC(=O)c1cc(C)nc2ccccc12)c1ccc(C)s1	18%	-2%	-5%	-7%	19%	2%	5%	i
Nc1nc(CSc2ncccn2)nc(Nc2ccccc2)n1	7%	9%	4%	-4%	11%	0%	14%	i
COC(=O)c1sccc1NC(=O)c1ccc2c(c1)OCO2	4%	-2%	-2%	12%	-13%	2%	-3%	i
O=C(O)c1ccc2c(c1)CC(c1ccccc1)OC2=O (stereo not drawn)	7%	-4%	2%	14%	0%	2%	1%	i
O=[N+]([O-])c1ccc(N2CCOCC2)c([N+](=O)[O-])c1	-10%	9%	-6%	-9%	1%	0%	4%	-1%
CCOC(=O)CCc1nc2ccccc2[nH]c1=O	?	2%	4%	4%	14%	3%	4%	i
CCCOc1ccc(C2NC(=O)NC2=O)cc1 (stereo not drawn)	5%	-13%	-12%	-26%	-1%	-5%	1%	-11%[57.5 µM]

The results go on:
SMILES	EPAC1 antag	EPAC1 agonist	aSyn rescue	FUS yeast rescue	TDP-43 yeast inh	EPAC2 antagonist	EPAC2 agonist	PTHR1 ag
CSc1nc(N)nc2c1ncn2CC(=O)NCC(c1ccccc1)c1ccccc1	-15%	-12%	4%	15%	-9%	10%	?	-42%[inhibitor]
O=C(C1=C[C@@H](c2ccccc2)C[C@@H](OCc2ccc(CO)cc2)O1)N1CCCCCCC1	-7%	-11%	-3%	15%	3%	-28%	8%	-1%
CC(OC(=O)c1cccc(O)c1)C(=O)N(C)Cc1ccccc1 (stereo not drawn)	-5%	-44%[inhibitor]	3%	2%	23%	-3%	12%	-6%
Cc1nc(N/N=C/c2cccnc2)cc(N2CCOCC2)n1	-4%	-13%	-3%	-6%	8%	-7%	10%	-21%
CC(C)CCNC(=O)C1CCCN(S(=O)(=O)c2ccc3c(c2)CC(C)N3C(=O)C2CC2)C1 (stereo not drawn)	-11%	-2%	2%	27%	-13%	0%	-11%	-14%
Cc1cc(N2CCOCC2)nc2ccc(NC(=O)CCC(=O)N3CCN(c4ccccc4)CC3)cc12	17%	16%	4%	-21%	7%	-10%	5%	i
O=C(NCc1cccc(Cl)c1)C1CCC(=O)N(C2CC2)C1 (stereo not drawn)	?	-3%	-7%	2%	10%	11%	11%	i
CCOC(=O)c1c(N)n(-c2cccc(OC)c2)c2nc3ccccc3nc12	.	.	11%	12%	-3%	.	.	-22%
COc1ccc(N=NC2=C(O)CC(C)(C)CC2=O)cc1	-6%	2%	-8%	11%	-2%	-2%	7%	-72%[inhibitor]
CC(NCC(=O)Nc1cc(S(=O)(=O)N2CCOCC2)ccc1N1CCOCC1)c1ccco1 (stereo not drawn)	6%	7%	1%	10%	17%	3%	6%	i
Cc1c(/C=N/NC(=O)CNc2ccccc2)c2ccccn2c1C(=O)c1ccncc1	-2%	4%	0%	6%	5%	1%	7%	i
O=C(Nc1cccc(Br)c1)c1ccc(Cl)c(S(=O)(=O)N2CCOCC2)c1	-9%	21%	6%	-5%	-9%	0%	-4%	-79%[inhibitor][57.5 µM]
